NCI-60 one-dose screen, 48 h, at 10 µM unless noted. Numbers give growth in % (100 = growth as untreated, 0 = no growth, -100 = all killed).
SNB-19 – SNB-19 CNS cancer cells. AID 1794751. hit rate 2.5% among 81,000
SF-539 – SF-539 CNS cancer | hit rate 6.8% among 81,000 | AID 1794752
U251 – U251 CNS tumor cells | hit rate 5.4% among 80,000 | AID 1794753
SNB-75 – SNB-75 CNS cancer; hit rate 5% among 79,000; AID 1794750
PC-3 – PC-3 prostate cancer cells; hit rate 3.9% among 80,000
HCC-2998 – HCC-2998 colon cancer | AID 1794799 | hit rate 4.7% among 79,000
DU-145 – DU-145 prostate cancer; hit rate 4.2% among 81,000
SF-295 – SF-295 CNS cancer cells; hit rate 5.6% among 79,000
SF-268 – SF-268 CNS cancer cells. hit rate 3.1% among 82,000. AID 1794759
* marks the source's active call; other numbers are inactive results; . = not tested or not shown; [ ] = another dose, or the depositor's remark. The calls were made as follows: active = growth percent below 10; inactive = the rest.

Keys – A = SNB-19; B = SF-539; C = U251; D = SNB-75; E = PC-3; F = HCC-2998; G = DU-145; H = SF-295; I = SF-268
1) CC1(COc2ccc3ncc(C#Cc4cncc(C(=O)Nc5cccc(C(F)(F)F)c5)c4)n3n2)COC1
  A: 83; B: 60; C: 91; D: 63; E: 96; F: 87; G: 91; H: 80; I: 76

2) Cn1c(=O)[nH]c(=O)c2nc(CC(=Nc3ccc(F)cc3)c3ccccc3)c(=O)[nH]c21
  A: 99; B: 98; C: 95; D: 79; E: .; F: 94; G: 105; H: 103; I: 91

3) Nc1nc(-c2no[n+]([O-])c2-c2csc(N)n2)cs1
  A: 99; B: 92; C: 103; D: 91; E: 97; F: 106; G: 117; H: 101; I: 111

4) COc1ccc(/C=C/C(=O)c2cccc(NC(=O)CSc3nc4ccccc4c(=O)n3-c3ccccc3)c2)cc1
  A: 90; B: 99; C: 97; D: 89; E: 92; F: 113; G: 108; H: 103; I: 91

5) COc1ccc(/C=N/n2c(CN3CCCC3)nc3ccccc3c2=O)cc1
  A: 93; B: 107; C: 101; D: 78; E: 91; F: 98; G: 111; H: 102; I: 94

6) O=C(Nc1cccc(-n2ccc3c(NC(=O)c4ccccc4)nccc32)c1)Nc1cc(C(F)(F)F)cc(C(F)(F)F)c1
  A: 21; B: -19*; C: 0.6*; D: 39; E: 11; F: 13; G: 1.1*; H: -19*; I: 22

7) Cc1cc(C)c(CCO)c(C)c1
  A: 106; B: 106; C: 96; D: 92; E: 90; F: 114; G: 107; H: 105; I: 103

8) CCOC(=O)c1ccccc1NC1=C(Cl)C(=O)c2nc(C)ccc2C1=O
  A: 93; B: 96; C: 104; D: 81; E: 97; F: 97; G: 112; H: 110; I: 99

9) O=C1c2ccccc2C(=O)N1c1ccc(Cl)cc1
  A: 102; B: 97; C: 95; D: 89; E: 97; F: 103; G: 115; H: 84; I: 103

10) CC(C)Cc1cc(CNC(=O)C2[C@H]3CN(C(=O)Cc4ccccc4)C[C@@H]23)nn1-c1ccccc1 (some centres not stated)
  A: 105; B: 97; C: 95; D: 99; E: 87; F: 100; G: 110; H: 96; I: 98

11) O=C1Cc2c(sc3c(F)cccc23)C(c2cccc([N+](=O)[O-])c2)N1 (configuration not stated)
  A: 94; B: 93; C: 79; D: 78; E: 85; F: 106; G: 107; H: 98; I: 85

12) Oc1ccccc1CNCC12CC3CC(CC(C3)C1)C2
  A: 78; B: 87; C: 55; D: 71; E: 75; F: 85; G: 64; H: .; I: 80

13) CC#Cc1nc2ccccc2c(=O)[nH]1
  A: 123; B: 36; C: .; D: -2.6*; E: 61; F: 14; G: 85; H: 87; I: 54

14) COc1ccc(C2(O)N=C3N=CC=C4c5ccccc5N=C2N43)cc1 (configuration not stated)
  A: 87; B: 81; C: 77; D: 91; E: 62; F: 104; G: 77; H: 95; I: 81

15) COc1ccc(/C=C(\C)C(=O)O)cc1
  A: 106; B: 104; C: 102; D: 91; E: 105; F: 91; G: 114; H: 105; I: 106

16) Cc1ccc(NC(N)=O)cc1
  A: 111; B: 118; C: 102; D: 82; E: 104; F: 118; G: 120; H: 97; I: 126

17) O=C(Nc1cccc2c1Oc1ccccc1O2)C(F)(F)F
  A: 106; B: 104; C: 101; D: 110; E: 83; F: 120; G: 106; H: 107; I: 88

18) N#Cc1nc2ccccc2n1OCc1ccccc1
  A: 104; B: 104; C: 97; D: 100; E: 107; F: 102; G: 104; H: 81; I: 102

19) Cc1ccc(S(=O)(=O)N/N=C2\CC3CCC2(C)C3(C)C)cc1 (configuration not stated)
  A: 98; B: 102; C: 96; D: 82; E: 86; F: 748; G: 105; H: 94; I: 116

20) COc1ccc(CNc2ncnc3sc(-c4ccc(NC(C)=O)cc4)cc23)cc1
  A: 80; B: 83; C: 89; D: 82; E: 89; F: 92; G: 107; H: 86; I: 83

21) Cc1cnc2nc(NN)[nH]n12
  A: 95; B: 100; C: 101; D: 96; E: 98; F: 108; G: 109; H: 95; I: 100

22) CCCCCCCCCCCCI
  A: 104; B: 99; C: 97; D: 90; E: 101; F: 101; G: 107; H: 102; I: 100

23) COc1cc2nc3sc4c(n3c(=O)c2cc1OC)C(=O)N(c1ccc(C(=O)OC(C)C)cc1)C4=O
  A: 106; B: 110; C: 104; D: 106; E: 101; F: 110; G: 121; H: 114; I: 116

24) CS(=O)(=O)c1ccc([N+](=O)[O-])cc1
  A: 106; B: 105; C: 103; D: 95; E: 86; F: 128; G: 117; H: 96; I: 113

25) COc1cc2c(c(OC)c1OC)C1(NCC2)C(=O)Nc2ccccc21 (configuration not stated)
  A: 94; B: 93; C: 88; D: 108; E: 86; F: 110; G: 102; H: 102; I: 97

Only SF-539 and PC-3, for two of the compounds above:
No.	canonical_smiles	SF-539	PC-3
14	COc1ccc(C2(O)N=C3N=CC=C4c5ccccc5N=C2N43)cc1 (configuration not stated)	81	62
15	COc1ccc(/C=C(\C)C(=O)O)cc1	104	105

Later entries
Keys – A = SNB-19; B = SF-539; C = U251; D = SNB-75; E = PC-3; F = HCC-2998; G = DU-145; H = SF-295; I = SF-268
26) Clc1ccc(Nc2nnc(-c3c[nH]c4ccccc34)o2)cc1
  A: 85; B: 66; C: 76; D: 60; E: 61; F: 75; G: 91; H: 69; I: 69

27) CCCCN1C(=O)C(O)(CC(=O)c2cc3ccccc3oc2=O)c2ccccc21 (configuration not stated)
  A: 95; B: 90; C: 99; D: 107; E: 89; F: 123; G: 124; H: 95; I: 102

28) CC(=O)N1N=C(c2ccc(Nc3nc(NCCO)nc(NCCO)n3)cc2)CC1c1ccc(C(F)(F)F)cc1 (configuration not stated)
  A: 91; B: 97; C: 90; D: 83; E: 76; F: 104; G: 101; H: 94; I: 94

29) O=C1Nc2ccccc2/C1=C/C(=O)c1ccc(N2CCCCC2)cc1
  A: 86; B: 79; C: 53; D: 91; E: 53; F: 105; G: 67; H: 103; I: 72

30) CCOC(=O)c1c(C)oc2ncnc(N3CCN(C(=O)COc4ccc(I)cc4)CC3)c12
  A: 94; B: 94; C: 89; D: 73; E: 85; F: 111; G: 101; H: 88; I: 90

31) COc1cc(-c2ccc(-[n+]3nc(-c4ccc([N+](=O)[O-])cc4)nn3-c3ccc([N+](=O)[O-])cc3)c(OC)c2)ccc1-[n+]1nc(-c2ccc([N+](=O)[O-])cc2)nn1-c1ccc([N+](=O)[O-])cc1
  A: 41; B: -66*; C: 44; D: -36*; E: 48; F: 30; G: -33*; H: -31*; I: -34*

32) COc1cc(-c2nc3c(c(C)nc4c3nnn4-c3cc(OC)c(OC)c(OC)c3)c(=O)o2)cc(OC)c1OC
  A: 109; B: 98; C: 106; D: 94; E: 99; F: 125; G: 120; H: 102; I: 107

33) C=C(C)[C@@H]1CC[C@]2(C)[C@H](C(=O)C=C3[C@@H]4C[C@](C)(C(=O)OC)CC[C@]4(C)CC[C@]32C)[C@@]1(C)CCC#N
  A: 80[100 µM]; B: 87[100 µM]; C: 79[100 µM]; D: 68[100 µM]; E: 34[100 µM]; F: 91[100 µM]; G: 87[100 µM]; H: 84[100 µM]; I: 93[100 µM]

34) Cc1ccc2nc(-c3c(C)nn(-c4ccccc4)c3Oc3ccccc3)[nH]c2c1
  A: 104; B: 105; C: 109; D: 98; E: 91; F: 118; G: 106; H: 98; I: 98

35) Cc1cccc(Cc2ccccc2C(=N)c2c(C)cccc2C)c1C
  A: 88; B: 109; C: 95; D: 91; E: 72; F: 91; G: 119; H: 98; I: 114

36) COC[C@@H](C)n1c(C2CCOCC2)nc2c1C1C=C(OC)C(c3c(C)noc3C)=CC1N=C2 (some centres not stated)
  A: 46; B: 34; C: 69; D: 2.0*; E: 38; F: 53; G: 65; H: 45; I: 62

37) CC(=O)OCC1CCCCO1 (configuration not stated)
  A: .; B: 109; C: .; D: 81; E: 90; F: 99; G: 115; H: 84; I: 117

38) O=C1CCC/C=C\C[C@H]2C=CC(=O)/C2=C/C[C@H](CCc2cccc(C(F)(F)F)c2)O1
  A: -17*; B: -57*; C: -93*; D: 15; E: -21*; F: -74*; G: -45*; H: -23*; I: -39*

39) Cn1ncc2ccc(-c3nc(-c4ccccc4)[nH]c3-c3n[nH]c(=O)n3C3CC3)cc21
  A: 96; B: 98; C: 100; D: 81; E: 78; F: 103; G: 106; H: 101; I: 102

40) CCOC(=O)/C(=C\c1ccccc1Cl)P(=O)(OCC)OCC
  A: 85; B: 48; C: 66; D: 51; E: 46; F: 95; G: 36; H: 97; I: 63

41) O=C(/C=C/c1cccc(Cl)c1)c1ccc(NC(=O)N2CCN(c3cc4c(cc3F)c(=O)c(C(=O)O)cn4C3CC3)CC2)cc1
  A: 99; B: 98; C: 105; D: 91; E: 103; F: 101; G: 104; H: 109; I: 95

42) O=C1C2C(c3cccs3)C=C(c3ccc(Cl)cc3)N2C(=S)N1c1ccccc1 (configuration not stated)
  A: 94; B: 93; C: 98; D: 98; E: 86; F: 111; G: 110; H: 104; I: 97

43) C[C@]12CCC(=O)C=C1[C@@H]1C[C@@H]1C1C2CC[C@@]2(C)C1[C@@H]1C[C@@H]1[C@@]21CCC(=O)O1 (some centres not stated)
  A: 100; B: 102; C: 90; D: 94; E: 80; F: 88; G: 114; H: 89; I: 94

44) Cc1cc([N+](=O)[O-])cc(Cl)c1O
  A: 105; B: 102; C: 101; D: 97; E: 91; F: 110; G: 116; H: 96; I: 103

45) CCCOS(=O)(=O)c1ccc(C)cc1
  A: 94; B: 91; C: 99; D: 81; E: .; F: 47; G: 102; H: 94; I: 92

46) COc1ccc2c(c1)CCc1c-2n[nH]c1-c1[nH]nc2c1CCc1cc(OC)ccc1-2
  A: .; B: 32; C: 54; D: 29; E: 50; F: 81; G: 86; H: 30; I: 86

47) Cc1ccc(Oc2no[n+]([O-])c2-c2ccccc2)cn1
  A: 67; B: 64; C: 75; D: 40; E: 36; F: 93; G: 97; H: 39; I: 27

48) O=C1OC(c2ccc(Cl)c(Cl)c2)C(=O)C1=O (configuration not stated)
  A: .; B: 109; C: 110; D: 93; E: 105; F: 125; G: 108; H: 99; I: 118

49) CCC(=O)c1ccc(O)c(C)c1
  A: 111; B: 97; C: 109; D: 94; E: 99; F: 102; G: 125; H: 117; I: 103

50) O=C(/C=C/C12c3ccccc3C(c3ccccc31)C1C(=O)NC(=O)C12)c1ccc(Br)cc1 (configuration not stated)
  A: 51; B: 78; C: 29; D: 56; E: 30; F: 95; G: 47; H: 71; I: 61

Next section.
Keys – A = SNB-19; B = SF-539; C = U251; D = SNB-75; E = PC-3; F = HCC-2998; G = DU-145; H = SF-295; I = SF-268
51) O=C(Nc1ncccc1OCc1ccccc1Cl)Nc1cccc2ccccc12
  A: 92; B: 92; C: 90; D: 106; E: 79; F: 96; G: 120; H: 104; I: 96

52) C=C(CNCCc1ccc(O)cc1)[C@@H]1CC[C@]2(COC3CCCCO3)CC[C@]3(C)[C@H](CC[C@@H]4[C@@]5(C)CCC(N)C(C)(C)[C@@H]5CC[C@]43C)[C@@H]12 (some centres not stated)
  A: -86*; B: -95*; C: -92*; D: -88*; E: -91*; F: -85*; G: -89*; H: -88*; I: -72*

53) COc1ccc(CNc2cccc3[nH]c(C(F)(F)F)nc23)cc1
  A: 98; B: 107; C: 86; D: 75; E: 77; F: 99; G: 101; H: 101; I: 86

54) O=[N+]([O-])c1ccccc1S(=O)(=O)n1ccc2nc(Cl)nc(Cl)c21
  A: 99; B: 100; C: 92; D: 88; E: .; F: 108; G: 105; H: 105; I: 94

55) Cc1ccc(C)[nH]1
  A: 111; B: 105; C: 101; D: 108; E: 102; F: 105; G: 111; H: 105; I: 107

Rewritten bar-delimited: part of the list above.
no. | Molecule | SNB-19 | SF-539 | U251 | SNB-75 | PC-3 | HCC-2998 | DU-145 | SF-295 | SF-268
54 | O=[N+]([O-])c1ccccc1S(=O)(=O)n1ccc2nc(Cl)nc(Cl)c21 | 99 | 100 | 92 | 88 | . | 108 | 105 | 105 | 94
55 | Cc1ccc(C)[nH]1 | 111 | 105 | 101 | 108 | 102 | 105 | 111 | 105 | 107
51 | O=C(Nc1ncccc1OCc1ccccc1Cl)Nc1cccc2ccccc12 | 92 | 92 | 90 | 106 | 79 | 96 | 120 | 104 | 96

Screens from PubChem BioAssay.
